HTRA1 inhibitor: HTRA1 (human) protease inhibition. recombinant HTRA1, FP-rhodamine activity-based probe, fluorescence polarization. AID 504803. Q92743. inhibition, % at 5.96 µM. 0.5% of 340,000 active; in the data active means inhibition above about 36%;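 further: 0% = enzyme with DMSO and 100% = wells lacking enzyme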
TCR CD3 inh: inhibitors of human TCR-CD3 interaction. TAMRA-labeled TCR probe fluorescence, biochemical. inhibition, % at 9.4 µM. 0.37% of 360,000 active; in the data active means inhibition above about 19%;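 further: recombinant mutant TCR 2C K166C tagged with TAMRA read by polarization; 0% = receptor in buffer alone and 100% = receptor with positive control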
TDP2 absorb: TDP2 (human) inhibition, absorbance primary screen | O95551 | recombinant TDP2, T5PNP hydrolysis, p-nitrophenol absorbance 415 nm | inhibition, % at 12.8 µM | 0.34% of 370,000 active;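 active means inhibition above the mean of all tested compounds plus 3 SD, set per campaign, cut at about 25% in these data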;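 further: 0% = DMSO with enzyme and 100% = buffer with substrate but no TDP2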
Target sequence (O95551 whole entry, looked up): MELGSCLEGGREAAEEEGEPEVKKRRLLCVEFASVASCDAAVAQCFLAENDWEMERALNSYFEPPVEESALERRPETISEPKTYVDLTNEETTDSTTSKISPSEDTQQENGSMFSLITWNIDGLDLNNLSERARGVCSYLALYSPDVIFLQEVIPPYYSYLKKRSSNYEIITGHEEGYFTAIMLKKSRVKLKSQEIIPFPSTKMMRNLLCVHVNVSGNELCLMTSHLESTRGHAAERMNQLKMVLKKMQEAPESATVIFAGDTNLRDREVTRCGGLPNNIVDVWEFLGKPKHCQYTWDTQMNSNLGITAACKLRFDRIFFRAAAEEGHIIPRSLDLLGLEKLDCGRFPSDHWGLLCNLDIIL
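System – recombinant human TDP2 · Amount – 120 nM TDP2 per well · Buffer or medium – Mg2+-containing Tris-HCl buffer, pH 7.5 · Reagent – T5PNP substrate, 5 mM · Dosing – 12.8 µM single point, 1% DMSO · Incubation – 2 h at 37 °C · Measured by – epi absorbance · Read-out basis – percent inhibition · Benchmarks – high control without enzyme, low control DMSO plus TDP2 · Repeats – singlicate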
rCAG binder: molecules binding r(CAG) RNA repeats. inhibition, % at 3 µM. r(CAG) RNA repeat, TO-PRO-1 dye displacement fluorescence. 1.3% of 370,000 active;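 active means inhibition above the plate cutoff, the mean of all test compounds on that plate plus 3 SD, cut at about 35% in these data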;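 further: 0% = DMSO alone and 100% = 100 µM mitoxantrone as full dye displacement; higher means more dye released from RNA so lower well fluorescence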
Rev-erbA mod: modulators of human Rev-erb alpha DNA binding; P20393; AID 1259318; 0.79% of 370,000 active; activity, % at 10 µM; Rev-erbα–FITC-DNA binding, fluorescence polarization, 90 min;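 active means activity above about 14%, limit read from the data; passing the limit was not always enough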;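 further: 0% = DMSO wells with 35 nM protein and 100% = DMSO wells with 750 nM protein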
mABHD4 FP: inhibits mouse alpha/beta hydrolase domain 4; Q8VD66; purified mABHD4, FP-Rh probe fluorescence polarization; inhibition, % at 8.92 µM; 0.54% of 370,000 active; AID 720543;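 active means inhibition exceeding the mean over every tested compound plus 3 SD, cut at about 30% in these data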;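 further: 0% = plate median of compound wells and 100% = S159A mutant with DMSO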
Target sequence (Q8VD66 whole entry, looked up, the tested form may be a part): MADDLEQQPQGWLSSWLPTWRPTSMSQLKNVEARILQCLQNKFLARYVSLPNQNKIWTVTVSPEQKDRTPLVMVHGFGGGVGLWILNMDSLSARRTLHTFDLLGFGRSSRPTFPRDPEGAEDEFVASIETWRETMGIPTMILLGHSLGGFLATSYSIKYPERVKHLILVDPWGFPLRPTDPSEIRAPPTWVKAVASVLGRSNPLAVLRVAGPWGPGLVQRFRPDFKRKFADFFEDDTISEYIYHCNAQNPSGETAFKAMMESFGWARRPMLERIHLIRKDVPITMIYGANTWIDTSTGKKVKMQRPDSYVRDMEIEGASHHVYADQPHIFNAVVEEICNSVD
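Test system: mABHD4 protein; Read-out basis: % inhibition; Incubation: 45 min + 60 min at 25 °C; Repeats: single replicate; Technique: fluorescence polarization with parallel and perpendicular emission, 525/598 nm; Compound: 8.92 µM, single dose; Benchmarks: full inhibition S159A mutant plus DMSO, zero as sample-well median.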
SIAE primary: blocks human sialic acid acetylesterase; Q9HAT2; inhibition, % at 9.66 µM; 0.69% of 370,000 active; SIAE FP-Rh probe binding, fluorescence polarization;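 active means inhibition above a cutoff: mean of compounds within the control limits plus 3 SD of those, cut at about 17% in these data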;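 further: 0% = plate median of compound wells and 100% = probe without SIAE protein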
LEDGF integ inh: blocks HIV-1 LEDGF/p75-dependent DNA integration; inhibition, % at 3.7 µM; TR-FRET IN-LEDGF/p75 DNA integration, Eu/Cy5; AID 743269; 0.64% of 370,000 active;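 active means inhibition above the screen-wide mean plus 3 SD, cut at about 13% in these data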;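 further: signal is the Cy5 over europium emission ratio at 671 and 618 nm; 0% = plate median of compound wells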
PG9 Ab binder: small molecules binding HIV-1 gp120 antibody PG9 | TR-FRET gp120-PG9 antibody binding | inhibition, % at 6.7 µM | 0.43% of 360,000 active | AID 624416; in the data active means inhibition above about 8.5%
PRMT1 FP inh: inhibitors of human PRMT1 | Q99873 | recombinant PRMT1, activity-based probe fluorescence polarization | inhibition, % at 2.79 µM | 1.3% of 370,000 active | AID 652257;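 active means inhibition above about 21% made by adding two undisclosed values, limit read from the data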
Target sequence (Q99873 whole entry, looked up): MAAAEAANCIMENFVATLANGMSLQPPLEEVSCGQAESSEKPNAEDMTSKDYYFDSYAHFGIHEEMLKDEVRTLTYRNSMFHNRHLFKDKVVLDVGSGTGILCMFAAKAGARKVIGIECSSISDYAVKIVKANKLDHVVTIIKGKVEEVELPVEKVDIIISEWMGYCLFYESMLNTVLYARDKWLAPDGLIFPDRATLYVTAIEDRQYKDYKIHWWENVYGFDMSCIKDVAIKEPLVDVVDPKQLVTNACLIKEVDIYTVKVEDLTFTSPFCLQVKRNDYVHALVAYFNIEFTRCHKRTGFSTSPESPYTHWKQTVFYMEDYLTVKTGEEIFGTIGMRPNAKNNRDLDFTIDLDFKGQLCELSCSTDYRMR
Active calls of the source: *; . = no result given; & = joins results of further samples.

SMILES	HTRA1 inhibitor	TCR CD3 inh	TDP2 absorb	rCAG binder	Rev-erbA mod	mABHD4 FP	SIAE primary	LEDGF integ inh	PG9 Ab binder	PRMT1 FP inh
COc1ccc(NC(=O)CSc2ccc(-c3cccnc3)nn2)c(OC)c1	-2.9	4.5	-7.9	-3.0	1.0	4.7	-2.7	-4.2	-0.7	8.9
COc1ccc(NC(=O)c2cc3ccccc3cc2OC)cc1OC	-6.4	5.4	-7.3	9.8	-7.7	0.8	-0.2	0.1	-1.5	2.6
O=C(Cc1csc(Nc2nc(=S)[nH]c3ccccc23)n1)NCc1cccc(Cl)c1	-5.6	0.5	2.7	5.1	0.3	4.8	-10.1	3.2	-2.8	2.5
CC1CCCN(Cc2csc(N)n2)C1 (configuration not stated)	4.6	4.4	-1.9	-1.8	-5.6	-8.4	2.3	3.9	-1.9	-2.3
CCOC(=O)c1c(C)[nH]c(C)c1S(=O)(=O)NCC1CCN(Cc2cccc(Cl)c2)CC1	-8.5	1.6	-9.6	-0.4	7.7	0.0	-7.0	-7.9	0.2	0.0
CSc1ncccc1C(=O)OCCCC(=O)c1ccc(F)cc1	-10.5	-5.0	-10.6	0.5	-3.6	-3.2	-4.7	-0.2	0.4	-1.4
Cc1cc(C(F)(F)F)c2c(=O)[nH]c(=O)n(Cc3ccccc3)c2n1	-2.2	-5.4	1.3	3.7	2.1	6.1	2.4	3.4	2.8	2.4
O=C(COC(=O)c1ccccc1Cl)Nc1ccc2[nH]c(=O)[nH]c2c1	5.5	-0.8	6.5	0.3	-3.0	2.6	3.1	0.9	0.1	-3.6
Cc1ccc(C(=O)CSc2nc3cc(S(=O)(=O)N4CCOCC4)ccc3o2)cc1	0.7	-3.0	8.5	4.8	-4.7	-0.4	-2.8	-2.6	-0.4	1.3
O=C(c1cnsn1)N1CCN(c2ccccn2)CC1	0.5	3.8	3.7	1.9	0.4	0.9	16.0	1.8	-0.6	0.5
Cc1cc(/C=N/n2cnnc2)c(C)n1-c1cccc(C(=O)O)c1	-1.6	1.9	2.7	-0.3	4.3	-8.7	4.8	-0.1	-0.6	2.0
Cc1cc([N+](=O)[O-])nn1Cc1ccc(C(=O)N/N=C/c2ccc(O)cc2O)cc1	11.1	10.4	-11.1	14.5	1.5	12.2	19.1*	-10.0	-1.7	0.1
O=C(NCc1cccs1)C1Cc2c(-c3ccccc3Oc3ccccc3)ccnc2O1 (configuration not stated)	.	-3.2	-3.9	2.0	6.4	-11.4	0.4	0.5	-2.5	1.2
Cc1ccc(Cl)cc1NC(=S)NCCCSC1CCCCC1	-26.5	1.5	-8.9	0.3	6.4	-25.9	2.2	2.6	0.4	-1.6
COc1c(C(=O)N2CCCC2)ccc2ccccc12	3.0	2.9	-11.3	2.7	-2.1	-3.2	-1.3	-2.8	-1.4	1.8
COc1ccc(NC(=O)[C@@H](NS(=O)(=O)c2cccc(Cl)c2)C(C)C)cc1S(=O)(=O)N1CCOCC1	-1.1	-7.9	-1.2	3.5	-1.9	5.4	0.3	-4.2	0.2	10.1
Cc1nn(-c2ccccc2)c(C)c1-c1cc(C(=O)N/N=C/c2ccc(O)cc2)[nH]n1	-13.6	3.1	4.1	1.0	0.8	3.5	2.8	2.8	-3.0	-1.1
O=C(CSc1nc2ccccc2nc1N1CCOCC1)NCc1ccc(Cl)cc1Cl	.	.	10.7	2.3	8.0	4.3	-2.2	-0.5	.	-2.8
O=C(O)C1C2CCC(O2)C1C(=O)NCc1ccccc1Br (configuration not stated)	1.5	2.5	5.1	-0.4	-2.0	-0.5	1.2	2.7	0.0	-2.2
COCCCN1C(=O)C(CC(=O)NCCCCc2ccccc2)CC(C(=O)N2CCOCC2)=C1C (configuration not stated)	3.1	4.6	7.5	1.5	3.4	0.9	-2.8	-0.8	0.4	0.1
Cc1ccc(OC(C)C(=O)N2CCN(c3ccccn3)CC2)cc1 (configuration not stated)	-15.3	3.4	0.6	15.6	-6.7	6.0	-4.1	-1.6	-0.3	2.9
Cc1ccc2c(COC(=O)c3ccccc3Cl)cc(=O)oc2c1	-5.0	3.9	2.0	1.8	-2.8	-0.5	2.1	1.2	-2.0	-5.1
CC(C)CC(=O)N1CCC(O)(CS(=O)(=O)Cc2ccccc2)CC1	1.8	3.2	3.7	-1.2	-3.3	-0.7	0.7	-0.6	-0.6	-3.0
CC12CCC(=O)N1C(C(=O)Nc1cc(S(=O)(=O)N3CCCCCC3)ccc1OCC(F)(F)F)CS2 (configuration not stated)	-7.7	0.6	-21.2	-4.1	0.0	-3.1	-4.5	-9.0	1.0	9.4
Cc1ccc(S(=O)(=O)N2CCCCC2)cc1C(=O)NC1CCCCC1	-5.6	-3.5	-1.6	-1.3	-0.9	3.9	0.1	1.2	-2.1	1.7
CCO[C@H]1OC(C(=O)NC2CC2)=C[C@@H](c2ccc(C(F)(F)F)cc2)[C@@H]1CCCO	-6.5	0.6	-0.8	-7.0	-0.1	6.2	5.3	0.5	0.1	-0.9
CCCOC(=O)c1ccc(OC(=O)c2ccco2)cc1	4.7	-2.7	-3.0	-5.1	3.0	-1.9	1.0	-1.0	0.3	-0.5
O=C(CCC(=O)Nc1ccc(F)cc1)N/N=C/c1cc([N+](=O)[O-])ccc1O	11.0	2.9	-3.8	7.5	6.5	-2.0	-2.2	-1.1	-2.0	0.0
O=C(c1cccc(Cl)c1)N1CCC(=O)N([C@H](COCc2cccc(Cl)c2)Cc2ccccc2)CC1	.	-4.7	5.3	4.0	-3.1	-4.0	-0.8	3.0	-1.4	-3.6
Cc1ccc(S(=O)(=O)N2CCC(C(=O)N/N=C/c3cccn3C)CC2)cc1	-7.6	1.3	-9.3	4.9	2.9	-7.0	-1.0	-1.2	0.0	9.0
O=C(NCc1nnc(SCC(=O)N2CCCC2)o1)c1ccco1	4.3	-5.2	3.1	3.1	-6.8	-4.4	-2.8	1.7	0.0	3.3
CCOc1ccc(S(=O)(=O)N2CCCCC2)cc1NC(=O)CCNC(=O)c1ccco1	-1.2	-2.2	7.8	-3.8	4.2	2.1	7.2	-2.1	-2.7	1.4
COc1ccc(C)cc1NC(=O)CN(C)S(=O)(=O)c1ccc2c(c1)CCCN2C(C)=O	-1.2	9.9	0.5	0.2	-3.4	2.5	1.6	0.4	-1.7	-0.5
Cc1noc(C)c1CSc1ccccc1C(=O)Nc1nccs1	-5.7	0.4	-0.1	-3.9	-4.0	2.7	-7.3	-2.3	-0.7	-1.8
CN(C)CC(C)(C)CNS(=O)(=O)c1ccc(Cl)s1	5.4	6.0	9.4	6.4	4.1	1.5	-1.7	-5.0	-0.8	0.1
O=C(CSc1ccccc1F)OCC(=O)N1CCN(C(=O)c2ccco2)CC1	-2.3	3.3	10.2	1.1	1.2	1.7	0.7	-0.9	-1.4	-4.7
CN(Cc1nc2ccc(Cl)cc2[nH]1)Cc1nc(-c2cnccn2)no1	0.5	6.1	2.1	0.9	-1.1	-10.7	-0.8	4.2	-0.9	1.6
COc1ccc(CCNC(=O)COc2ncnc3ccccc23)cc1	-1.2	5.1	17.9	-1.5	10.2	4.2	6.3	1.3	-1.3	0.3
O=C(O)CCCCCN1C(=O)CSC1=S	-10.1	-6.8	6.3	7.7	-2.0	-61.9	-3.5	-2.1	-1.1	2.1
CCn1c(C)nc2cc(C(=O)N3N=C(CCOC)CC3(O)C(F)(F)F)ccc21 (configuration not stated)	5.2	-0.9	-13.3	0.2	-4.6	-1.7	-0.4	-0.8	0.6	-0.8
Cc1cccc(NC(=O)c2ccc(-n3cncn3)c([N+](=O)[O-])c2)c1	-3.4	-7.3	7.0	-3.0	1.0	0.7	-1.5	-3.9	-1.2	-0.3
CC(C)(C)c1ccc(NC(=S)NCCc2ccccn2)cc1	-0.2	-2.6	3.9	-6.4	-0.3	-0.8	2.5	-3.8	-1.0	3.0
Cc1ccc(C(c2sc3nc(C)nn3c2O)N2CCN(c3ccccc3)CC2)cc1 (configuration not stated)	-0.7	1.0	-1.0	-1.1	4.3	-2.0	0.4	-2.9	1.2	-1.1
Cc1cc(NS(=O)(=O)c2ccc(NC(=O)CSc3nc4ncc(Cl)cc4[nH]3)cc2)nc(C)n1	3.6	7.9	13.5	6.9	-3.1	7.1	2.1	-5.0	1.3	2.8
COc1ccc(Cl)cc1C(=O)Nc1ccc(NC(=O)c2ccco2)cc1	-11.5	3.5	7.9	2.1	-0.5	-19.4	-13.3	2.6	-0.7	-2.2
O=C(C[C@@H]1C/C=C/CC[C@@H](Cc2ccc(F)cc2)C(=O)OCCNC1=O)N[C@H](CO)Cc1ccccc1	2.9	-1.9	5.8	-9.2	0.6	-1.4	4.6	-0.8	-2.9	-0.3
Cc1cccc(NC(=S)Nc2ccc3cn[nH]c3c2)c1	-6.8	-0.8	-1.3	0.8	-3.1	5.4	7.6	-0.2	-2.4	2.4
Cc1ccc2c3c1C1(C(=O)N3C(C)(C)CC2C)C(C#N)=C(N)Oc2cc(O)ccc21 (configuration not stated)	-26.8	1.3	9.0	-3.3	0.1	-21.3	-9.2	-0.4	1.7	-2.7
Cc1c(NC(=O)CSc2ncccn2)c(=O)n(-c2ccccc2)n1C	-1.4	3.3	6.1	-2.0	1.2	-1.1	0.0	4.2	-1.4	-2.0
CCN(CC)C(=O)COc1ccc2c3c(c(=O)oc2c1C)CCCC3	1.5	1.1	2.2	-3.0	1.3	-2.4	-5.5	2.2	-2.0	-1.9
New compounds follow:
SMILES	HTRA1 inhibitor	TCR CD3 inh	TDP2 absorb	rCAG binder	Rev-erbA mod	mABHD4 FP	SIAE primary	LEDGF integ inh	PG9 Ab binder	PRMT1 FP inh
O=C(COC(=O)Cc1ccccc1F)Nc1cccc(F)c1	-0.2	1.1	-10.2	0.3	-4.1	-4.0	0.6	2.8	1.9	-4.0
N=C(N)c1ccccc1	2.5&0.6	3.9&9.0	4.9&-15.3	1.7&4.0	-0.5&10.5	-0.9&-2.7	-6.7&2.2	-2.7&0.3	-1.1&-0.6	-7.9&-5.9
COc1cccc(C(Nc2ccccn2)c2c(NC(=O)c3ccco3)sc(C)c2C)c1 (configuration not stated)	-35.4	3.7	8.2	5.5	0.6	-10.5	-1.0	-0.3	-1.6	-2.4
C/C(=N\NC(=O)CSc1nc2nc(C)cc(C)n2n1)c1ccccc1	-0.6	5.8	-15.6	-3.8	4.1	1.8	-1.6	-1.6	-0.4	-3.0
COc1cc(C)c(CNc2cccc(C)c2)cc1C	2.1	-3.9	0.4	-4.4	2.2	6.0	3.0	2.6	-0.7	3.5
COc1cccc(CNC(=O)C2CCCN(c3nc4ccccc4o3)C2)c1OC (configuration not stated)	.	.	-1.5	4.4	-3.5	-6.8	1.8	3.2	.	-1.5
COc1ccc(-c2sc3ccc(N4CCOCC4)cc3c2C#CCCO)cc1	9.0	7.9	4.7	11.1	-3.5	10.2	4.2	1.1	0.2	2.9

Assay outcomes from PubChem BioAssay.

A portion of the library, so the mix of outcomes need not match the whole.
